TGFb SMAD3 inh: blocks TGF-b signaling | Potency, µM (doses to about 46.1 µM), inactives show at the highest dose activity, negative = inhibition, most hits filed as inhibitors | AID 588855 | 1.2% of 410,000 active | HepG2 CAGA-GFP TGF-b/SMAD3 reporter, GFP fluorescence, 18 h; TGF-beta stimulated, 500 pg/mL final; note: potency is the fitted concentration of half-maximal effect; % is set by controls: 0 for no effect and ±100 for the full control effect; nearly all actives have a fitted effect of over 65% in size
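Inhibition was scored as loss of TGF-beta-induced (500 pg/mL final, 18 hours, 37 degrees C) GFP in HEPG2 cells carrying a CAGA-GFP reporter, in DMEM with 1% FBS. Well GFP was summed per cell; Activity was normalised to unstimulated and stimulated DMSO wells, then concentration-response fitting.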
Nrf2 inh: blocks Nrf2 signaling; A549 ARE-Fluc reporter, luciferase luminescence, 18-24 h; Potency, µM (highest dose often 46 µM), for inactives: at the top dose activity change, negative = inhibition, usual class: inhibitors; 2.1% of 360,000 active; note: potency is the fitted concentration of half-maximal effect; % is set by controls: 0 for no effect and ±100 for the full control effect; nearly all actives have a fitted effect of over 60% in size
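Quantitative HTS in A549 cells stably bearing an antioxidant response element-firefly luciferase construct. Inhibition of Nrf2-driven transcription was scored by luminescence after 18-24 h of compound exposure at 37 °C.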
ATXN2 expr inh: reduces ATXN2 reporter expression in HEK-293 cells; HEK-293 ATXN2-luciferase reporter, luminescence, 24 h; Potency, µM (series often up to 57 µM), for inactives: top-dose activity change, negative = inhibition, actives largely listed as inhibitors; 0.72% of 360,000 active; note: potency is the fitted concentration of half-maximal effect; % is set by controls: 0 for no effect and ±100 for the full control effect; nearly all actives have a fitted effect of over 55% in size
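ATXN2-luciferase reporter cells (luciferase flanked by upstream and downstream ATXN2 gene portions) were treated 24 h at 37 °C with compounds at up to 57 uM. SteadyGlo luminescence gave expression; GF-AFC fluorescence gave viability.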
A549 viability: kills or reduces viability of A549 cells in Nrf2 counter-screen. 0.16% of 390,000 active. AID 504648. Potency, µM (series often up to 46 µM), inactives show at the top dose activity change, negative = cytotoxicity, actives largely listed as inhibitors. A549 ARE-Fluc cells, CellTiter-Fluor viability, 18-24 h; note: potency is the fitted concentration of half-maximal effect; % is set by controls: 0 for no effect and ±100 for the full control effect
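A549 ARE-Fluc cells in 5% FBS OPTI-MEM, 5000 cells/well, rested 2 h then exposed to compounds in concentration-response for 18-24 h at 37 °C. Viability by CellTiter-Fluor fluorescence (Ex 405/Em 525) after 30 min; luciferase luminescence (BugLite, 15 min, RT) read afterwards.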
IL2 activator: activators of IL-2; 0.065% of 360,000 active; IL-2 activation reporter assay, cell-based qHTS; stimulated with anti-CD3/CD4/CD28 beads; in transgenic mouse T cells; activation, % (series mostly up to about 46 µM); in the data active = activation above about 50%; inconclusive = mostly about 30% to 49%; note: 0% is about no effect
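Quantitative HTS in unstimulated transgenic mouse T cells, with memory T cells as non-tolerant control and PMA/ionomycin as tolerance-bypass control. Compound pretreatment lasted 60 minutes before 18 h bead stimulation; EGFP/DsRed fluorescence read.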
S2 tox: cell viability loss in ATXN counter-screen; S2 cells (HEK-293 line with an ATXN2-luciferase reporter) viability, CellTiter-Fluor protease fluorescence, 24 h; Potency, µM (series often up to 56.7 µM), usual class: cytotoxic; 0.49% of 400,000 active; note: potency is the fitted concentration of half-maximal effect; nearly all actives have a fitted effect of over 40% in size
EPAC2 ag: agonists of human EPAC2 (RAPGEF4). AID 720711. 0.079% of 360,000 active. EPAC2 activation, biochemical qHTS; response scale: 100% = 6.5 mM cAMP response. Potency, µM (series often up to 154 µM), without a hit: at the top dose activation, actives largely listed as activators; note: potency is the fitted concentration of half-maximal effect; nearly all actives have a fitted effect of over 50% in size
Target sequence (Q8WZA2 whole entry, looked up): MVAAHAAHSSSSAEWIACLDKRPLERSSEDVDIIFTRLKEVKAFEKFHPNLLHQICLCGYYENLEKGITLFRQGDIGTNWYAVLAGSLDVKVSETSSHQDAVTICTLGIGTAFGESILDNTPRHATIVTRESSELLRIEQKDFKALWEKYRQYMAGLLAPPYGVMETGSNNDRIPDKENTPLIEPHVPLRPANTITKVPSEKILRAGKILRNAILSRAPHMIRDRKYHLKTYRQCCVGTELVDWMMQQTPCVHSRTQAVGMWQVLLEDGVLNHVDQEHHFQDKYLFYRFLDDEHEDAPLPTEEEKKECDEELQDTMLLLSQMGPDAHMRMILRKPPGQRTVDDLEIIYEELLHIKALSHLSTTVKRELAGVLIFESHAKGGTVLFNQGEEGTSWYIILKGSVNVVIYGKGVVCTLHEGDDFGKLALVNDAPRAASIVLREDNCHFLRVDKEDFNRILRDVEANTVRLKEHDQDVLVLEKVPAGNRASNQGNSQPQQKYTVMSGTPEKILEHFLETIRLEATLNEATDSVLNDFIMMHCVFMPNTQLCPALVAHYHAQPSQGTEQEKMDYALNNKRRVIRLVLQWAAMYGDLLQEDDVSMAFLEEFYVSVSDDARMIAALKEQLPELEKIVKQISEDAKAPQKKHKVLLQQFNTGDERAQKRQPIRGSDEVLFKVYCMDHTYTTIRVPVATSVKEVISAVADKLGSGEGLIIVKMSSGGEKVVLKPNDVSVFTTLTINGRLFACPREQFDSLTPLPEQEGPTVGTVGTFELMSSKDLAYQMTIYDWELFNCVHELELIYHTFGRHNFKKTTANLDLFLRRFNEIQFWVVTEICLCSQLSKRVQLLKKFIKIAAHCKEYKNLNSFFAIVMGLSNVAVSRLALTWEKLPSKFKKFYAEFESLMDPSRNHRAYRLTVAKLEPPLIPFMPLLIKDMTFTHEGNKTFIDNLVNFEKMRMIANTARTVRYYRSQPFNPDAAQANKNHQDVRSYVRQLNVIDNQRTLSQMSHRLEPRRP
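EPAC2 (100 nM) mixed with Rap1B loaded with BODIPY-GDP (250 nM) plus 50 uM unlabeled GDP; compounds pinned in, 5 min RT, then read every 5 min for 30 min (ex 480, em 540 nm). Normalized to cAMP control.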
HepG2 viability: kills HepG2 cells in TGF-b inhibitor counter-screen | HepG2 CAGA-GFP viability, ATP luminescence, 18 h | Potency, µM (titrated, usually from 46.1 µM), inactives show at the top dose activity change, negative = cytotoxicity, hits mostly cytotoxic | 0.76% of 410,000 active; note: potency is the fitted concentration of half-maximal effect; some results filed as inactive show a strong effect at the top dose
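CellTiter-Glo luminescence gave cytotoxicity after 18 hours at 37 degrees C. The cells were HepG2 CAGA-GFP in 1% FBS DMEM, stimulated with 500 pg/mL TGF-beta after compound addition. %Activity was normalised to no-cell wells (complete cell-killing) and DMSO (no toxicity), and curves were fitted and classified.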
Nrf2 ARE act: activators of Nrf2 (ARE) signaling. AREc32 ARE-luciferase reporter (MCF7-derived line), luminescence, 24 h. Potency, µM (series often up to 46.1 µM), for inactives: at the highest dose activation, usual class: activators. 0.31% of 410,000 active. AID 624171; note: potency is the fitted concentration of half-maximal effect; % of control where 0% means no effect; nearly all actives have a fitted effect of over 65% in size
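Steps: seed AREc32_Fluc cells (1000/well, 5% FBS OPTI-MEM); incubate overnight at 37 deg C; add 23 nL compound; incubate 24 hr; add Steady-Glo; hold 30 min RT; read luminescence.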
* hit, by the source's call; i = inactive; ? = inconclusive; nt = no result given; [ ] = dose if it differs, or a comment. Unless noted, calls come from the whole dose curve; as a rule, active = well fitted curve in the direction sought with a large enough effect; inconclusive = small, poorly fitted or top-dose-only effect, or another doubt; inactive = no such curve, though single readings can be large; an effect the other way counts as inactive or inconclusive.

SMILES | TGFb SMAD3 inh | Nrf2 inh | ATXN2 expr inh | A549 viability | IL2 activator | S2 tox | EPAC2 ag | HepG2 viability | Nrf2 ARE act
O=[N+]([O-])c1cc(C(F)(F)F)ccc1N1CCN(CCO)CC1 | 36%[activator] | 4% | 3% | -8% | 1.1 | i | -6% | 11% | 0.4%
COc1ccc2cc(/C=N/NC(=O)CSCc3ccc([N+](=O)[O-])cc3)c(Cl)nc2c1 | -1% | 4% | -27% | ? | 15 | ? | 4% | 2% | 0.4%
O=C(NCc1ccc(F)cc1Cl)c1cc(=O)[nH]c2ccc(S(=O)(=O)N3CCCCC3)cc12 | -10% | nt | nt | 15% | nt | nt | nt | -5% | -1.0%
COc1ccc2c(=O)c(C(=O)NCCc3ccccc3)c[nH]c2c1 | -24% | 15% | nt | 0% | -3.0 | ? | -4% | -3% | 6.8%
Cc1cc(C=O)c(C)n1-c1ccc(NC2CCCCC2)c([N+](=O)[O-])c1 | -1% | 12% | -30% | -11% | -0.8 | i | 6% | 3% | 0.3%
CCOc1ccc(NS(=O)(=O)c2ccc(C(=O)N(C)CC(=O)Nc3ccc(OC)cc3)cc2)cc1 | 8% | -14% | -9% | -2% | -5.9 | i | 6% | -12% | -0.1%
Cc1cc(-c2ccc(C)c(S(=O)(=O)Nc3cccc(C)n3)c2)on1 | 0% | ? | nt | -15% | nt | nt | nt | -32% | 1.2%
NS(=O)(=O)c1cccc(NC(=O)CN2CCC(Cc3ccccc3)CC2)c1 | -5% | -2% | 6% | -1% | -4.0 | i | -1% | 8% | -0.5%
Cc1cc(C)c2nc(SCC(=O)NCC3CCCO3)c(C#N)cc2c1 (stereo not given) | 6% | 6% | -21%[11.3 µM] | 4% | -0.8 | i | 4% | 1% | -0.5%
CCS(=O)(=O)c1nc(S(=O)(=O)c2ccc(C)cc2)c(NCC(C)C)s1 | -2% | 9% | nt | 17% | nt | nt | nt | -5% | 4.1%
C=CCN1C(=O)c2ccc(C(=O)N3CCN(S(=O)(=O)c4cc(C)ccc4C)CC3)cc2C1=O | -2% | 7% | -8% | 7% | 1.0 | i | 10% | 0% | -0.3%
Cc1ccnc(NS(=O)(=O)c2ccc(NC(=O)c3cc(-c4ccccc4)nc4ccccc34)cc2)n1 | 12% | 3% | 1% | 1% | 1.1 | i | 6% | -49% | -0.1%
CCOc1ccccc1NC(=S)Nn1cnnc1 | 0% | -1% | 2% | 0% | -2.0 | i | 4% | 7% | 1.0%
O=C(c1cc(N2C(=O)C3C4CCC(C4)C3C2=O)ccc1Cl)N1CCCCCC1 (stereo not given) | 15% | -1% | 3% | -3% | -2.5 | i | 1% | -2% | -0.5%
COc1c(-c2ccccc2)oc2c(ccc3occc32)c1=O | -1% | ? | -24% | ? | 0.8 | i | 20% | -17% | 0.1%
Cc1cc(C(=O)OCC(=O)N(CC(C)C)c2c(N)n(Cc3ccccc3)c(=O)[nH]c2=O)c2ccccc2n1 | 5% | -2% | 5% | -12% | 0.6 | ? | -13% | -24% | -0.8%
O=C(NCc1ccc(N2CCCC2=O)cc1)c1cn(Cc2ccccc2)nn1 | 4% | -9% | -1% | -13% | -1.3 | i | 2% | -9% | -0.5%
CCOC(=O)C1CCCN(C(=O)c2cc(C(C)(C)C)nn2C)CC1 (stereo not given) | 7% | nt | -5% | nt | -0.2 | i | 12% | -2% | 3.3%
COc1ccc(C(=O)O/N=C(/C)c2cccs2)cc1 | 2% | nt | 12% | 10% | 0.5 | i | 12% | 0% | 18µM*
O=c1cc(O)n(-c2ccccc2F)c(=S)[nH]1 | 13% | 1% | -6% | 3% | -0.9 | i | 4% | 2% | -0.9%
CCOC(=O)C1CCN(C(=O)Nc2c(-c3ccccc3)noc2C)CC1 | -5% | 5% | -1% | -5% | 1.8 | i | 2% | 3% | -0.2%
O=C1c2ccccc2C(Nc2ccc(S(=O)(=O)N3CCCCC3)cc2)N1Cc1ccco1 (stereo not given) | ? | -10% | -29% | -21% | -3.9 | i | 0% | -26% | 7.4%
CC(=O)N(c1ccc(Br)cc1)C1C=CS(=O)(=O)C1 (stereo not given) | ? | -8% | -10% | -2% | 2.7 | i | 6% | -1% | -0.9%
O=S(=O)(Nc1ccccc1)N1CCCCC1 | -6% | 5% | 15% | 2% | 1.0 | i | 11% | -7% | -0.4%
O=C1c2ccccc2C(=O)N1CC(O)Cn1nnc2ccccc21 (stereo not given) | -1% | 23% | 3% | -8% | -0.8 | i | -4% | -4% | 0.3%

As entered above:
In A549 viability, COc1ccc2c(=O)c(C(=O)NCCc3ccccc3)c[nH]c2c1 reads 0%
In TGFb SMAD3 inh, COc1c(-c2ccccc2)oc2c(ccc3occc32)c1=O reads -1%

An excerpt from above, limited to S2 tox, HepG2 viability and Nrf2 ARE act:
Compound	S2 tox	HepG2 viability	Nrf2 ARE act
O=C(c1cc(N2C(=O)C3C4CCC(C4)C3C2=O)ccc1Cl)N1CCCCCC1 (stereo not given)	i	-2%	-0.5%
O=S(=O)(Nc1ccccc1)N1CCCCC1	i	-7%	-0.4%

(more compounds)
SMILES | TGFb SMAD3 inh | Nrf2 inh | ATXN2 expr inh | A549 viability | IL2 activator | S2 tox | EPAC2 ag | HepG2 viability | Nrf2 ARE act
CN(C)CCn1ccc(O)c(Cc2ccc(Cl)cc2)c1=O | -1% | -4% | nt | 2% | 0.5 | i | 5% | 2% | -0.2%
CCn1c(=O)[nH]c2cc(C(=O)Nc3cc(C)cc(C)c3)ccc2c1=O | -3% | 16µM* | -14% | 11% | -0.3 | i | 3% | -9% | 0.1%
CCc1c(O)nc2sc3ccccc3n2c1=O | -26% | -11% | -7% | -3% | -0.5 | i | 4% | 3% | -0.4%
COC(=O)c1ccc(C2C(C#N)=C(N)Oc3cc(N)ccc32)cc1 (stereo not given) | -12% | -1% | 0% | 3% | -0.2 | i | 0% | -16% | 5.1%
O=S(=O)(NCc1ccccn1)c1ccc(Br)s1 | 14% | 10% | 3% | 1% | -0.6 | i | 3% | 0% | -0.8%
COCCNC(=O)c1cc(-c2ccccc2)nn1Cc1cc(C)no1 | 6% | -1% | 0% | -7% | -0.5 | i | -1% | 0% | -0.1%
CN1CCCN(Cc2cccc3ccccc23)CC1 | -1% | 1% | nt | -6% | -0.2 | i | 0% | 6% | -0.5%
O=C(CN1N=C(c2ccccc2)CCC1=O)NCc1ccccc1 | -3% | -14% | 7% | 6% | -2.1 | i | 4% | -11% | -0.1%
O=C(O)c1cc(NC(=O)c2ccc3c(c2)C(=O)N(Cc2ccccc2)C3=O)cc(C(=O)O)c1 | 8% | 5% | 1% | -7% | -2.3 | i | 7% | 6% | -0.1%
C[C@H]1CN([C@@H](C)CO)C(=O)CCCn2nncc2CO[C@@H]1CN(C)C(=O)c1ccncc1 | 5% | nt | 16% | nt | 2.9 | i | -10% | 19% | -0.1%
O=C(O)c1ccc(/C=N/O)cc1 | 49%[activator] | 1% | 2% | 2% | -0.6 | i | -5% | 12% | -0.6%
O=C(Nc1nc(-c2ccccc2)cs1)c1ccc(N2CCOCC2)c([N+](=O)[O-])c1 | -16% | 4.6µM* | 13µM* | ? | -0.9 | ? | 5% | -24% | -0.4%
C(=N\NCc1ccccc1)/c1ccc2nccnc2c1 | 18% | 0% | nt | 0% | 1.0 | i | 2% | -3% | 2.9%
O=C(CSc1nnc(CNc2ccc(Cl)cc2)o1)Nc1nc2ccccc2s1 | -4% | 15% | 3% | -4% | 0.3 | i | 2% | -24% | 1.9%
O=C(Nc1ccccc1N1CCOCC1)c1ccc(Br)o1 | 1% | -5% | ? | 23% | 0.1 | i | 8% | -24% | -0.1%
COc1ccc(C(=O)c2cnc[nH]2)cc1 | 0% | -6% | 17% | 1% | -2.7 | i | 8% | -70% | -0.7%
Cc1ccc(S(=O)(=O)Oc2ccc(/C=C(/NC(=O)c3ccccc3)C(=O)Nc3ccccc3)cc2)cc1 | 15% | 10% | -10% | -10% | 0.0 | i | 2% | -3% | 2.8%
O=C(O)c1ccc(NS(=O)(=O)c2cc(Cl)sc2Cl)cc1 | 4% | 23% | -16% | 0% | -0.4 | i | 3% | -4% | 0.0%
Cc1nnc(NC(=O)CCn2c(=O)oc3ccccc32)s1 | 3% | -2% | 0% | 4% | -2.6 | i | 2% | -16% | 0.0%
CCCC(=O)Nc1ccc2oc(=O)ccc2c1 | 0% | -5% | -18% | -4% | 0.4 | i | 9% | 1% | -0.5%
CCCOc1ccc(C2C(C(=O)c3cc4ccccc4o3)=C(O)C(=O)N2c2cc(C)on2)cc1 (stereo not given) | -1% | ? | 47%[activator] | 21µM* | -3.3 | ? | -15% | 10% | -0.2%
COc1ccc(C(=O)CSc2nnc(CNC(=O)c3ccccc3F)n2C)cc1OC | 13% | 7% | 1% | 3% | 1.0 | i | 5% | -12% | -0.3%
Cc1cccc(CN2C(=O)N/C(=C/c3cc(C)n(-c4cc(C)ccn4)c3C)C2=O)c1 | -6% | ? | -9% | -13% | 0.6 | i | 8% | -1% | 5.8%
COc1cc(C(=O)N(CCCN(C)C)c2nc3c(OC)cccc3s2)cc(OC)c1OC | -11% | ? | nt | -1% | nt | nt | nt | -14% | 7.0%
Cc1[nH]c2ccccc2c1C(=O)CSc1nncn1C | 1% | 5% | -18% | -5% | -0.3 | ? | 5% | 9% | -0.3%
CCOC(=O)C1CCN(C(=O)CCc2c(C)nc3cc(-c4ccc(OC)cc4OC)nn3c2C)CC1 | -10% | 13% | -16% | 2% | -1.7 | i | -3% | 5% | 0.4%
CC(=O)N1CCOCCOCCN(C(C)=O)CCOCC1 | -7% | ? | 5% | -3% | -0.2 | i | -4% | -21% | -0.3%
COc1ccc(CCNC(=O)C2CCN(S(=O)(=O)N3CCOCC3)CC2)cc1OC | ? | 7% | 2% | 5% | -0.3 | i | 7% | 20% | 0.4%

Source: PubChem (National Center for Advancing Translational Sciences (NCATS))
